UCHL1 inh = blocks human UCHL1 ubiquitin-rhodamine cleavage; P09936; purified UCHL1, Ub-rhodamine cleavage fluorescence; inhibition, % at 20 µM; 47,000 compounds, 0.2% hits; AID 1645859
USP17 inh = blocks human USP17 ubiquitin-rhodamine cleavage. A8MUK1. purified USP17, Ub-rhodamine cleavage fluorescence, 3 h. inhibition, % at 50 µM. 47,000 compounds, 6.5% hits
OTUD3 block = human OTUD3 deubiquitinase inhibition; inhibition, % at 25 µM; 47,000 compounds, 0.7% hits; Q5T2D3; purified OTUD3, Ub-rhodamine fluorescence, 2 h
USP30 block = human USP30 deubiquitinase inhibition; purified USP30, Ub-rhodamine cleavage fluorescence; inhibition, % at 25 µM; Q70CQ3; 47,000 compounds, 5.3% hits
USP7 inh = inhibitors of human USP7 deubiquitinase; Q93009; purified USP7, Ub-rhodamine cleavage fluorescence; inhibition, % at 20 µM; 47,000 compounds, 0.3% hits; AID 1645854
USP28 block = human USP28 deubiquitinase inhibition; Q96RU2; purified USP28, Ub-rhodamine cleavage fluorescence, 30 min; inhibition, % at 25 µM; 47,000 compounds, 3% hits
USP10 inh = inhibitors of human USP10 deubiquitinase; Q14694; purified USP10, Ub-rhodamine fluorescence, 60 min; inhibition, % at 20 µM; 47,000 compounds, 1.1% hits; AID 1645856
USP8 block = human USP8 deubiquitinase inhibition; 47,000 compounds, 4.2% hits; AID 1645853; P40818; purified USP8, Ub-rhodamine cleavage fluorescence, 30 min; inhibition, % at 20 µM
Target sequence (P40818 whole entry, looked up): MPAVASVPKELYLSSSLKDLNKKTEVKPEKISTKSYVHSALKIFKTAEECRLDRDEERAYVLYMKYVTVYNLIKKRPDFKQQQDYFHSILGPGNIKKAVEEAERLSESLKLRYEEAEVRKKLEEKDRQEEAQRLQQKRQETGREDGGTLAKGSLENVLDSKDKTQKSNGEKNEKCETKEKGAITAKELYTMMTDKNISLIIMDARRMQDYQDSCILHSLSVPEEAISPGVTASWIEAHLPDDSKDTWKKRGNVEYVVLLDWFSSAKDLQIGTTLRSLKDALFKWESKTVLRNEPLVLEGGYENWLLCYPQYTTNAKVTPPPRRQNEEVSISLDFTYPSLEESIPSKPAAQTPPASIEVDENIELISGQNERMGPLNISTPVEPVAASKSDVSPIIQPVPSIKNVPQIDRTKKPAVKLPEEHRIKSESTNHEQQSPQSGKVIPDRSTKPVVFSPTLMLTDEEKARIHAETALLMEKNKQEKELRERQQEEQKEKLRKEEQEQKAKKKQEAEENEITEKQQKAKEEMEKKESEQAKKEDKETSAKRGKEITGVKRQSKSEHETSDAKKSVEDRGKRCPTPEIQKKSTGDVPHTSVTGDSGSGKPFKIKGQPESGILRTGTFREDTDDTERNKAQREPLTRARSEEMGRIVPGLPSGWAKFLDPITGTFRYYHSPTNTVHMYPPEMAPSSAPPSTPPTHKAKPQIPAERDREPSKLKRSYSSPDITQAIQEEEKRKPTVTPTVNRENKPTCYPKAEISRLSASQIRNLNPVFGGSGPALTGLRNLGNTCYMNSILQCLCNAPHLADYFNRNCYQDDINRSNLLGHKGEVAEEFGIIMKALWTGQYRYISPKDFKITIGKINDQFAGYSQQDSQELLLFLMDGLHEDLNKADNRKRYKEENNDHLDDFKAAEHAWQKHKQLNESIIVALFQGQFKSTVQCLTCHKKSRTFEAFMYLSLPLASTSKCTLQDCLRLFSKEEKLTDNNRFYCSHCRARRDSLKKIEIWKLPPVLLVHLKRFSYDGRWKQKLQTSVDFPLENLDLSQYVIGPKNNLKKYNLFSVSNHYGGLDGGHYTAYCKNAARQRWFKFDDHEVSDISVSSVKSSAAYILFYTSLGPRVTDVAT
Active calls of the source: *; i = inactive; . = not tested or not shown. Rule as the data show it: active = inhibition above about 30%; inactive = the rest. Compounds as they come; overall some 13% were active at least once.

nr | SMILES | UCHL1 inh | USP8 block | USP30 block | USP17 inh | USP10 inh | USP28 block | USP7 inh | OTUD3 block
1 | CC(C)C(=O)N1CCc2cc(-c3csc(NC(=O)CN4CCCCCC4)n3)ccc21 | 0 | -6 | -52 | 4 | -6 | -4 | 0 | -6
2 | O=C(O)C1CCN(Cc2c(-c3ccc4c(c3)OCO4)nc3ccccn23)CC1 | -4 | -29 | -62 | -21 | -4 | -25 | -6 | -19
3 | COc1ccccc1Nc1ncc2c(n1)CC(C)CC2=O (centres undefined) | 2 | 24 | 23 | 17 | -1 | 18 | -22 | 20
4 | O=C(c1ccccc1)N1CCC2(C1)Nc1cccnc1NC2=NCc1ccccc1 (centres undefined) | -17 | -281 | i | -138 | -3 | -216 | -16 | -200
5 | O=C(c1cnccn1)N1CCC(c2cc(-c3ccccc3)n[nH]2)CC1 | 1 | -22 | -6 | -8 | 0 | -5 | -7 | -7
6 | Cn1c(=O)c(C(=O)Nc2cccc(F)c2)c(O)c2ccccc21 | 0 | 0 | -286 | 10 | 0 | -5 | 0 | -7
7 | COc1ccccc1CCNC(=O)c1cnn2c(C)cc(C)nc12 | -4 | -3 | -2 | -7 | 0 | 4 | -5 | -3
8 | CCOc1cccc(-c2cc(C(=O)N3CCN(c4ncccn4)CC3)c3ccccc3n2)c1 | 9 | -1 | 7 | 1 | 0 | -2 | 11 | -1
9 | CCCCN(C=C1NC(=O)c2ccccc2N1)CC(=O)Nc1ccc(Cl)cc1F | -6 | -9 | -241 | -59 | 8 | -39 | -9 | -22
10 | Cc1ccc(CN(CCCn2ccnc2)Cc2cnn(C)c2)s1 | -2 | 30 | 1 | 1 | 1 | -1 | -1 | -4
11 | CC(=O)N1CCCC(c2cccc(Nc3nnc(C)s3)n2)C1 (centres undefined) | 0 | -2 | 0 | 0 | 4 | -1 | -1 | -6
12 | O=C(COc1ccc2c3c(c(=O)oc2c1)CCCC3)NCC(=O)N1CC[C@@]2(O)CCCC[C@H]2C1 | 3 | -1 | 27 | 5 | 1 | 11 | 8 | 10
13 | O=C(C1CCCC1)N1CC(c2ccnc(Nc3cc(C(F)(F)F)ccn3)n2)C1 | 2 | 3 | 20 | -5 | -3 | 4 | -29 | 12
14 | Cn1c(SCC(=O)c2ccc(C#N)cc2)nnc1-c1cc2ccccc2o1 | 2 | 13 | 18 | 11 | 5 | 1 | 7 | 8
15 | Cc1nn(C)c(C)c1CC(=O)N1CC[C@H]2NC(=O)c3ccccc3OCCCCC[C@H]2C1 | 3 | 8 | 10 | 6 | -3 | 4 | 1 | 6
16 | CN1CC(c2nc3ccccc3n2CCCc2ccccc2)CC1=O (centres undefined) | -3 | -5 | -7 | -8 | -5 | -7 | -6 | -8
17 | Cc1cccc(NC(=O)[C@@H]2CCCN2C2=NS(=O)(=O)c3ccccc32)c1C | 2 | 46* | 32* | 35* | 7 | 0 | 3 | 10
18 | CCc1ccc2ncc(S(=O)(=O)c3ccc(C)cc3)c(Nc3cccc(OC)c3)c2c1 | 7 | 6 | . | 12 | 3 | . | 13 | -1
19 | COC1/C=C/C2(C)OC2C/C=C/C=C(\C)C(=O)C(C)/C=C(\C)C(=O)OC(/C=C/C2OC2C)C(C)C(O)C1 (centres undefined) | 1 | -3 | -28 | -57 | -2 | -15 | -3 | -8
20 | O=C(/C=C/c1ccccc1)Nc1ccc(Oc2ccc(F)cc2)nc1 | 1 | 12 | -11 | 6 | 2 | 6 | 1 | 0
21 | CCOc1ccc2ccccc2c1C(=O)N1CCN(c2ncccn2)CC1 | -2 | -21 | -1 | -8 | 0 | -6 | 0 | 0
22 | CC(C)NC(=O)c1ccc(OCC2CCN(C(=O)C3CCCC3)CC2)cc1 | 0 | 5 | -2 | 1 | -3 | 8 | 1 | 5
23 | CC1CC(NC(=O)C(=O)Nc2ccc(Cl)cc2Cl)CC(C)(C)C1 (centres undefined) | -2 | 0 | -3 | 3 | 0 | -5 | 3 | 1
24 | CC(C)(C)NC(=O)C1=CC(c2ccccc2)C=CC=C1 (centres undefined) | 2 | 14 | 16 | 13 | 2 | 12 | 0 | 12
25 | Cc1c(C(=O)Nc2ccc(F)cc2F)oc2ccc3c(c12)C(=O)CC1(CCCC1)O3 | -5 | -7 | -83 | -25 | -8 | -31 | 1 | -20
26 | COc1ccc(S(=O)(=O)[C@H]2CS(=O)(=O)C[C@@H]2N2CCCCC2)cc1 | 0 | 8 | -5 | -1 | -1 | -3 | 1 | 0
27 | CC(Sc1oc(-c2ccco2)nc1S(=O)(=O)c1ccc(Cl)cc1)c1ccccc1 (centres undefined) | 0 | 0 | -332 | 4 | -8 | -70 | -1 | -65
28 | COc1ccc(OCC(=O)Nc2ccc3c(c2)NC(=O)C(C)O3)cc1 (centres undefined) | 1 | -12 | -12 | . | 0 | 5 | 2 | -7
29 | CC(=O)c1ccc(N(C(=O)c2ccc(C#N)cc2)c2nc3ccccc3s2)cc1 | 0 | -233 | -42 | -58 | -4 | -6 | -8 | -11
30 | Cn1c(SCc2ccccc2F)nnc1-c1ccc2c(c1)OCCCO2 | -1 | -2 | 14 | 1 | 0 | 7 | -4 | 5
31 | CN(C(=O)Cn1cc(S(=O)(=O)N2CCCCCC2)ccc1=O)c1ccccc1 | 2 | 10 | 20 | 7 | 0 | 10 | 3 | 14
32 | CCOC(=O)c1c(C)nn(-c2ccc(NC(=O)Nc3ccc(Cl)cc3)cc2)c1C | 2 | 18 | 28 | 18 | 10 | 15 | 8 | 19
33 | CS[C@@]1(CO)NC(=O)[C@@](Cc2ccccc2)(SC)NC1=O | -1 | -12 | 1 | -20 | -5 | 0 | 0 | 15
34 | COc1ccc(OC)c(CC2(NC(=O)c3ccccc3)N=C3C=CC=CN3C2=O)c1 (centres undefined) | 3 | 27 | 30* | 22 | 3 | -2 | 5 | 17
35 | Cc1ccc(CNC(=O)c2nc(-c3ccncc3)no2)cc1 | -4 | 12 | -5 | 0 | -2 | -7 | -4 | 0
36 | CC(C)Cn1c(=O)c2nscc2n(CC(=O)NC2CCCC2)c1=O | -2 | -4 | . | -13 | -1 | . | -2 | -2
37 | O=C(NCCc1nnc2ccccn12)c1sc2ccccc2c1Cl | -4 | 4 | -26 | 4 | -7 | 0 | -3 | 2
38 | O=C(Nc1ccccc1)N1CCN(c2ncccc2-c2nnc(C3CC3)o2)CC1 | -1 | -5 | -1 | -3 | 1 | -9 | 0 | -3
39 | Cc1cc(-c2cncnc2C2CCCN(C(=O)Cc3ccc(F)cc3)C2)on1 (centres undefined) | 1 | 12 | 28 | 9 | 3 | 5 | -13 | 11
40 | CNC(=O)N[C@H]1C[C@H]2CN(Cc3ccccc3)c3ccccc3CN2C1 | -17 | -44 | -297 | -76 | -5 | -88 | -70 | -66
41 | N#Cc1ccccc1-c1ccccc1C(=O)Nc1cccc(S(=O)(=O)N2CCCC2)c1 | 0 | 3 | 13 | 3 | -4 | 7 | -5 | -4
42 | COc1cccc(-c2cc(C(=O)N3CCC4(CC3)OCCO4)[nH]n2)c1 | 1 | 4 | 14 | 4 | 5 | 1 | 6 | 5
43 | COc1ccc(-c2nc(-c3nnn(Cc4cccc(F)c4)c3C)no2)cc1 | 2 | 0 | 8 | 0 | 9 | 20 | 6 | -1
44 | Cc1nc(-c2ccccc2)n(Cc2ccncc2)c(=O)c1CCO | -17 | -4 | -80 | -11 | -7 | -14 | -28 | -14
45 | Brc1c(-c2ccc3c(c2)OCO3)nc2ncccn12 | -2 | 0 | -15 | -4 | -5 | -2 | -8 | -8
46 | O=C(Cn1c(=O)[nH]c2ccccc2c1=O)N1CCN(c2ccc(Cl)cc2)CC1 | 2 | 10 | 15 | 8 | -2 | 8 | -1 | 10
47 | COc1ccc(C2CC(=O)Nc3ccc4ccccc4c32)cc1OC (centres undefined) | 3 | -4 | 7 | 1 | 4 | 3 | 2 | 4
48 | Cc1ccc(C(=O)N2C[C@H](OCc3cccnc3)[C@H]3OCCC[C@H]32)o1 | -6 | -12 | -71 | -52 | -3 | -24 | -7 | -20
49 | Cc1cnc(-c2nnc(C3CCCCN3C(=O)c3ccccc3F)o2)cn1 (centres undefined) | -1 | 11 | 0 | 1 | -2 | 0 | 0 | -1
50 | Cn1cc(C2CCCN2CC(=O)Nc2ccnn2C2CCCC2)cn1 (centres undefined) | -2 | -12 | -86 | -8 | -7 | -12 | -8 | -3
51 | CS(=O)(=O)c1ccc(C(=O)N(CC2CC2)C2CCN(CCc3cccs3)CC2)cc1 | -1 | 1 | -22 | -5 | -3 | -7 | -7 | -1
52 | O=C(NC(Cc1ccccc1)c1nc2ccccc2[nH]1)c1ccc2ccccc2n1 (centres undefined) | 3 | 12 | -8 | . | 2 | 14 | 9 | 6
53 | CCN(Cc1ccccc1)C(=O)Cn1ccc2ccn(C)c2c1=O | 2 | 2 | 20 | 4 | 2 | 13 | 1 | 3
54 | Cc1nn(C)c(C)c1C1Nc2ccccc2C(=O)N1CCc1ccccc1 (centres undefined) | 1 | -5 | 11 | 6 | 2 | 10 | -2 | 12
55 | CS(=O)(=O)N1CCN2C[C@H]1C(=O)NC[C@H]1O[C@@H](CC(=O)N[C@H]3C[C@@H](C2=O)N(Cc2ccc(Cl)c(F)c2)C3)[C@H](O)[C@@H]1O | 1 | -11 | 3 | 14 | 0 | 10 | 0 | 14
56 | OCc1cc2c([nH]c3ccccc32)c(C(O)CO)n1 (centres undefined) | -3 | 0 | -1 | 4 | 1 | -12 | 0 | -15
57 | CC(C)(O)[C@H]1O[C@H]2CC[C@@]3(C)[C@@H](CC[C@H]4Cc5c([nH]c6ccccc56)[C@@]43C)C2=CC1=O | 8 | -1 | -65 | -20 | 4 | -3 | 1 | -14
58 | CC1CCCN(C(=O)C2CCN(c3nc4cccnc4s3)CC2)C1 (centres undefined) | 0 | -2 | 15 | 9 | 0 | 8 | -15 | 3
59 | COc1ccc(CCC(=O)Nc2cccn3ncnc23)cc1 | -4 | -9 | -16 | -9 | -1 | -11 | -4 | -6
60 | Cc1noc(CN2CCC(C3CCCCCN3C(=O)C3CC3)CC2)n1 (centres undefined) | -12 | -28 | -132 | -58 | -6 | -44 | . | -35

In another format: results already given
15. Cc1nn(C)c(C)c1CC(=O)N1CC[C@H]2NC(=O)c3ccccc3OCCCCC[C@H]2C1
  UCHL1 inh: 3 | USP8 block: 8 | USP30 block: 10 | USP17 inh: 6 | USP10 inh: -3 | USP28 block: 4 | USP7 inh: 1 | OTUD3 block: 6
16. CN1CC(c2nc3ccccc3n2CCCc2ccccc2)CC1=O (centres undefined)
  UCHL1 inh: -3 | USP8 block: -5 | USP30 block: -7 | USP17 inh: -8 | USP10 inh: -5 | USP28 block: -7 | USP7 inh: -6 | OTUD3 block: -8
17. Cc1cccc(NC(=O)[C@@H]2CCCN2C2=NS(=O)(=O)c3ccccc32)c1C
  UCHL1 inh: 2 | USP8 block: 46* | USP30 block: 32* | USP17 inh: 35* | USP10 inh: 7 | USP28 block: 0 | USP7 inh: 3 | OTUD3 block: 10
18. CCc1ccc2ncc(S(=O)(=O)c3ccc(C)cc3)c(Nc3cccc(OC)c3)c2c1
  UCHL1 inh: 7 | USP8 block: 6 | USP30 block: . | USP17 inh: 12 | USP10 inh: 3 | USP28 block: . | USP7 inh: 13 | OTUD3 block: -1

(next part)
nr | SMILES | UCHL1 inh | USP8 block | USP30 block | USP17 inh | USP10 inh | USP28 block | USP7 inh | OTUD3 block
61 | COc1ccc(NC(=O)CC(C)N2CCCC2)cc1 (centres undefined) | -3 | 10 | 13 | 0 | 1 | 5 | -1 | 6
62 | COC(=O)c1cc(NC(=O)Nc2ccc(OC(F)(F)F)cc2)ccc1N1CCOCC1 | 7 | -3 | -26 | -1 | 3 | 32* | -2 | -10
63 | Cc1ccc(-n2nnnc2CNC(=O)NCc2ccc(Cl)cc2)cc1 | 2 | 0 | 14 | 13 | 1 | 7 | -14 | 7
64 | N#Cc1cn(CC(=O)N2CCCc3ccccc32)c2ccc(Br)cc12 | 2 | 14 | -39 | -19 | -1 | -3 | -1 | 2
65 | CCCOc1ccc(/C(O)=C2\C(=O)C(=O)N(CCN(C)C)C2c2ccc(C)cc2)cc1 (centres undefined) | 0 | 7 | 10 | 1 | -1 | 5 | 4 | 10
66 | CN(C)c1nnc(-c2nnc(C3CC3)o2)c2ccccc12 | 0 | -12 | 2 | -3 | 3 | 1 | -3 | -2
67 | O=C(c1cc(-c2ccncc2)n[nH]1)N1CCN(C(=O)C2CCCC2)CC1 | 1 | 3 | 11 | 4 | 3 | 2 | 5 | 11
68 | c1cc(N2C[C@H](OCC3CCOCC3)[C@H]3OCCC[C@H]32)ncn1 | -11 | -312 | -67 | -62 | -4 | -19 | -7 | -17

2 entries from above, with values ahead of the structure.
| entry | UCHL1 inh | USP8 block | USP30 block | USP17 inh | USP10 inh | USP28 block | USP7 inh | OTUD3 block | Compound |
| --- | --- | --- | --- | --- | --- | --- | --- | --- | --- |
| 64 | 2 | 14 | -39 | -19 | -1 | -3 | -1 | 2 | N#Cc1cn(CC(=O)N2CCCc3ccccc32)c2ccc(Br)cc12 |
| 61 | -3 | 10 | 13 | 0 | 1 | 5 | -1 | 6 | COc1ccc(NC(=O)CC(C)N2CCCC2)cc1 (centres undefined) |
